# FUS suppressor = suppressors of FUS proteinopathy in yeast | Potency, µM (doses to about 76.6 µM), inactives show top-dose growth rescue (activation), usual class: activators | AID 1347120 | S. cerevisiae FUS-expressing, growth rescue, OD600, 24 h | actives 0.24% (n = 390,000);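 note: potency is the fitted concentration of half-maximal effect; plate controls were DMSO vehicle for no effect and reference control for full effect; nearly all actives have a fitted effect of over 55% in size; some results filed as inactive show a strong effect at the top dose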
#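 Read-out: OD at 600 nm after 24hr at 30C, reporting rescue of FUS-induced yeast toxicity. Cells at OD 0.005 in galactose (2%) minimal medium; compounds tested in a dilution series; CP55940 titration from 92uM final as control.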
# IL2 activator = IL-2 activation; IL-2 activation reporter assay, cell-based qHTS; stimulated with anti-CD3/CD4/CD28 beads; in transgenic mouse T cells; activation, % (series mostly up to about 46 µM); actives 0.065% (n = 360,000); AID 652025; in the data active = activation above about 50%; inconclusive = mostly about 30% to 49%; note: 0% is about no effect
#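 EGFP and DsRed fluorescence is measured by plate cytometry in unstimulated transgenic mouse T cells exposed to compound for 60 minutes, then stimulated 18 hours at 37 degrees C with anti-CD3/anti-CD4 beads plus anti-CD28.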
# Abeta yeast res = compounds reversing amyloid beta toxicity in yeast; yeast expressing A-beta42, growth rescue, OD600, 48 h; response scale: 0% DMSO, 100% iron-clioquinol control; Potency, µM (titrated, usually from 46.1 µM), for inactives: at the top dose growth rescue, most hits filed as activators; actives 0.063% (n = 410,000); note: potency is the fitted concentration of half-maximal effect; nearly all actives have a fitted effect of over 55% in size
#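 Growth rescue measured by 600 nm absorbance after 48 h yeast culture at 30 C with compound. Values normalized between DMSO and an equimolar ferric chloride plus clioquinol control.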
# PLK1 PBD block = blocks phosphopeptide binding to human PLK1 polo-box domain; P53350; Plk1 PBD binding of FITC phosphopeptide, fluorescence polarization; Potency, µM, for the others: max response, negative = inhibition, most hits filed as inhibitors; actives 2.8% (n = 360,000); note: potency is the fitted concentration of half-maximal effect; series mostly up to about 57 µM; % is set by controls: 0 for no effect and ±100 for the full control effect; nearly all actives have a fitted effect of over 65% in size
# WRN inhibitor = WRN helicase (human) inhibition | actives 0.46% (n = 360,000) | WRN helicase unwinding, fluorescent forked duplex, kinetic | Potency, µM (series often up to 114 µM), for the others: top-dose activity change, negative = inhibition, hits mostly inhibitors | Q14191 | AID 651768; note: potency is the fitted concentration of half-maximal effect; % is set by controls: 0 for no effect and ±100 for the full control effect; nearly all actives have a fitted effect of over 55% in size
#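 Screening of the MLSMR collection measured strand separation of a quenched forked DNA duplex (100 nM) by 20 nM WRN with 2 mM ATP, all final. Compounds were preincubated with enzyme 15 min at room temperature.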
# PI5P4K alpha inh = inhibitors of human PI5P4K alpha | P48426 | PI5P4Kalpha enzyme, ADP-Glo luminescence, 60 min; stronger effect = lower value | max response, % | actives 1.2% (n = 330,000) | AID 652105; active = max response of -50% or lower; inconclusive = between -30% and -50%; inactive = -30% or higher; note: value at the top dose of about 77 µM; % is set by controls: 0 for no effect and ±100 for the full control effect
#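 Luminescence from ADP-Glo served as readout of PI5P4Kalpha activity in a qHTS format. Reaction: enzyme, substrate, compound, ATP at 5 microM final, 60 min at RT.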
# EPAC1 antag = blocks human EPAC1 exchange factor | AID 720709 | Potency, µM (highest dose often 115 µM), for the others: at the top dose activity change, negative = inhibition, hits mostly inhibitors | EPAC1 GEF assay, Rap1b-BODIPY-GDP exchange fluorescence | actives 0.14% (n = 360,000);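 note: potency is the fitted concentration of half-maximal effect; plate controls were vehicle for no effect and positive control for full effect; nearly all actives have a fitted effect of over 50% in size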
# Target sequence (O95398 whole entry, looked up): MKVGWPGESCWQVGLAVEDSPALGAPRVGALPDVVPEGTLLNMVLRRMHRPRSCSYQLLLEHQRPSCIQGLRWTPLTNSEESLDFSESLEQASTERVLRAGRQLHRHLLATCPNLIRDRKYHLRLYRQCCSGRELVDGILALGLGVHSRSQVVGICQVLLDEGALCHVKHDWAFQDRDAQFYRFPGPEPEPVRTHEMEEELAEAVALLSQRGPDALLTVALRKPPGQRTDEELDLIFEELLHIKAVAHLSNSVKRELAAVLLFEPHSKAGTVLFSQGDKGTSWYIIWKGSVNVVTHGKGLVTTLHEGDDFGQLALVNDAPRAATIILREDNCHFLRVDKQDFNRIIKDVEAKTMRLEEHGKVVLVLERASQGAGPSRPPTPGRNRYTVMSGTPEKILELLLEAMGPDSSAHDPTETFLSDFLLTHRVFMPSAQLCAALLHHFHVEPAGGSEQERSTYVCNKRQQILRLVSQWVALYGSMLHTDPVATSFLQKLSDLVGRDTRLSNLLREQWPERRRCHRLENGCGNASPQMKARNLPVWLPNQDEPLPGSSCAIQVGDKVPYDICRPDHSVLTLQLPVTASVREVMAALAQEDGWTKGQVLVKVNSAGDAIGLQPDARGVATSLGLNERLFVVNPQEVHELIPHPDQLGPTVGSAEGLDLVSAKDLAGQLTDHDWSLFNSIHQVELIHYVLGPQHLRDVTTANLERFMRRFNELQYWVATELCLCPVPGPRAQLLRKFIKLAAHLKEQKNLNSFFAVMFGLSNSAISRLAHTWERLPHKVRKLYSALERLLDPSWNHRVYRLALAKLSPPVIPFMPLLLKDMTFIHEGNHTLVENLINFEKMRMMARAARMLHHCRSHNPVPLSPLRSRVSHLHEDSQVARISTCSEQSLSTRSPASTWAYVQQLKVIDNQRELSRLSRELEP
# EPAC1 agonist = activates human EPAC1 exchange factor; EPAC1 agonist qHTS, biochemical assay; response scale: 100% = response to 6.5 mM cAMP; actives 0.073% (n = 360,000); Potency, µM (titrated, usually from 154 µM), for inactives: top-dose activation, actives largely listed as activators; O95398; note: potency is the fitted concentration of half-maximal effect; nearly all actives have a fitted effect of over 60% in size
#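 Normalized to 6.5 mM cAMP, activity reflects EPAC1-catalysed release of BODIPY-GDP from Rap1B, followed kinetically over 30 min at 480 nm excitation, 540 nm emission. Reaction contained 100 nM EPAC1, 250 nM Rap1B-BODIPY-GDP, 50 uM GDP.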
# Numbers without * were called inactive; ? = inconclusive; . = no result given; [ ] = dose if it differs, or a comment. Unless noted, calls come from the whole dose curve; as a rule, active = well fitted curve in the direction sought with a large enough effect; inconclusive = small, poorly fitted or top-dose-only effect, or another doubt; inactive = no such curve, though single readings can be large; an effect the other way counts as inactive or inconclusive.
SMILES,FUS suppressor,IL2 activator,Abeta yeast res,PLK1 PBD block,WRN inhibitor,PI5P4K alpha inh,EPAC1 antag,EPAC1 agonist
NC(=O)C1CCCN(C(=O)c2ccc3nc(Cc4cccc(Cl)c4)oc3c2)C1 (stereo not drawn),18%,-2.5,8%,5%,1%,3,-4%,-50%[inhibitor]
Cc1cc(C)c2c(n1)sc1c(=O)n(-c3ccccc3)c(=O)[nH]c12,3%,2.5,3%,?,-18%,1,1%,-7%
Cc1cc(C)c2sc(NC(=O)C3=COCCO3)nc2c1,?,-0.9,4%,-1%,1%,12,-20%,-2%
COc1ccc(-c2c(C)nn3c(N4CCN(Cc5ccccc5)CC4)cc(C)nc23)cc1OC,-23%,0.3,-7%,-3%,-5%,3,-3%,-14%
CSCCC(NC(=O)c1ccc(Cl)cc1Cl)C(=O)NCc1ccncc1 (stereo not drawn),4%,0.0,10%,2%,5%,2,4%,-3%
COCCN(CCOC)S(=O)(=O)c1ccc(C(=O)NCCCN2CCOCC2)cc1,-10%,-0.2,1%,-8%,0%,1,15%,-5%
CCc1ccc(CNC(=O)CCS(=O)(=O)Cc2ccc(C)cc2)cc1,28%,-3.0,1%,-1%,-10%,-3,-4%,-8%
CC(C)n1ncc2c(C(=O)N3CCN(Cc4ccc(Br)s4)CC3)cc(C3CC3)nc21,12%,-0.7,?,-2%,-4%,9,-9%,0%
CC(C)(C)c1ccc(/C=N/n2cnnc2)cc1,-2%,-3.8,-13%,?,5%,-15,3%,-1%
CCOCCCNC(=O)C(NC(=O)Cc1cccs1)c1ccc(Cl)cc1 (stereo not drawn),11%,-0.5,-3%,-6%,11%,0,-3%,15%
COc1ccc(-n2nc3c(c2NC(C)=O)CS(=O)(=O)C3)cc1,-7%,-1.9,-11%,2%,-2%,-2,-7%,14%
CN(C)c1ccc(/C=N\Nc2ccccn2)cc1,-8%,0.7,-9%,-3%,2%,-1,-7%,-2%
COc1c2ccoc2nc2c(OC)cccc12,4%,-1.3,-20%,-7%,-18%,.,25%,-4%
N/C(=N\OC(=O)c1ccc(Cl)cc1)c1nonc1N,8%,0.0,-15%,-3%,-1%,.,13%,2%
OCCCn1c(C2CCCN2c2nc(-c3ccc(Cl)cc3)cs2)nc2cc(Cl)c(Cl)cc21 (stereo not drawn),?,0.3,30%,?,-11%,6,5%,11%

# Among those listed so far, 3 contain an aryl methoxy group:
SMILES,FUS suppressor,IL2 activator,Abeta yeast res,PLK1 PBD block,WRN inhibitor,PI5P4K alpha inh,EPAC1 antag,EPAC1 agonist
COc1ccc(-c2c(C)nn3c(N4CCN(Cc5ccccc5)CC4)cc(C)nc23)cc1OC,-23%,0.3,-7%,-3%,-5%,3,-3%,-14%
COc1ccc(-n2nc3c(c2NC(C)=O)CS(=O)(=O)C3)cc1,-7%,-1.9,-11%,2%,-2%,-2,-7%,14%
COc1c2ccoc2nc2c(OC)cccc12,4%,-1.3,-20%,-7%,-18%,.,25%,-4%

# (more compounds)
SMILES,FUS suppressor,IL2 activator,Abeta yeast res,PLK1 PBD block,WRN inhibitor,PI5P4K alpha inh,EPAC1 antag,EPAC1 agonist
CCOC(=O)c1cnc(SC)nc1Oc1cccc(NS(=O)(=O)c2ccc(Cl)cc2)c1,-1%,3.3,27%,-5%,6%,5,4%,-1%
COc1nc2c(c(-c3cc(Br)cs3)c1C#N)Cc1ccccc1-2,-24%,-0.8,7%,3%,9%,-7,1%,8%
O=C(Cn1cncc1-c1ccc([N+](=O)[O-])cc1)Nc1cccc2ccccc12,20%,-1.0,11%,-18%,?,-10,-9%,-4%
COCCNC(=O)C1CC(=O)N(C2CCCC2)C1 (stereo not drawn),19%,-0.9,12%,-2%,1%,.,13%,-2%
CCCN(CCC)S(=O)(=O)c1ccc(C(=O)N2CCCc3ccccc32)cc1,35%,-4.2,5%,-4%,-4%,.,-3%,17%
Cc1ccc(CN(C)C(=O)CN2C(=O)NC3(CCCC3)C2=O)o1,-9%,0.3,-20%,-29%,6%,-1,-14%,9%
O=C(CC1C(=O)NCCN1C(=O)Nc1ccc(C(F)(F)F)cc1)Nc1ccc(F)cc1 (stereo not drawn),-4%,0.8,9%,2%,2%,43,-16%,-7%
COc1cccc(/C=N\NC(=O)c2ccc(Cn3cc(Br)c([N+](=O)[O-])n3)o2)c1O,5%,-0.4,3%,-4%,-18%,-8,?,7%
O=C(NCc1ccco1)C1CCCN1C(=O)Nc1ccccc1[N+](=O)[O-] (stereo not drawn),2%,0.2,-1%,-1%,-7%,2,-8%,11%
COc1ccc(-c2cc(C(=O)N3CCCCCC3)c3cc(C)ccc3n2)cc1,28%,-2.8,-27%,-5%,-11%,2,-11%,5%
CN(C)c1nc(Oc2ccc(=O)n(-c3ccccc3)n2)nc(N2CCOCC2)n1,12%,-1.7,-2%,2%,-16%,5,16%,-5%
Cc1ccc(Cn2ccc(NC(=O)C3C4CCC(C4)C3C(=O)O)n2)cc1 (stereo not drawn),17%,0.4,1%,-5%,-7%,5,-7%,9%
COc1cccc2cc(C(=O)C3=C(O)C(=O)N(c4cc(C)on4)C3c3cccs3)oc12 (stereo not drawn),36%,-2.2,-7%,?,-7%,-22,-14%,-8%
CNc1nc(CC(C)=O)ns1,-9%,-0.6,-10%,-2%,1%,-2,-1%,-5%
CCN(Cc1ccncc1)C(=S)Nc1ccc(Cl)cc1,-6%,-3.5,-13%,-9%,0%,-3,5%,-7%
Cc1cccc(NC(=O)CSc2nc(N)c(NC(=O)c3ccccc3F)c(=O)[nH]2)c1,3%,-0.2,-7%,1%,-8%,0,5%,-3%
CCNc1ccc2c(Cl)cc(=O)oc2c1,8%,-1.4,-4%,-10%,0%,5,-2%,0%
O=C(Nc1cccnc1)c1ccc(C(=O)Nc2cccnc2)cc1,23%,-2.3,-22%,-14%,-7%,-1,-28%,2%
Cc1cc(C(=O)c2ccccc2)c(NC(=O)CCl)s1,-9%,-0.5,9%,?,-8%,4,-13%,14%
O=C(COC(=O)C12CC3CC(CC(C3)C1)C2)Nc1ccc([N+](=O)[O-])cc1Cl,.,0.0,7%,-7%,-25%,28,-10%,3%
COC(=O)C1=NNC2(C)C(=O)N(c3ccc(C)cc3)C(=O)C12 (stereo not drawn),-36%,0.1,-1%,-5%,-6%,4,-2%,4%
COC(=O)CCNC(=O)CCc1ccc(S(=O)(=O)N2CCCCCC2)cc1,9%,-0.1,-4%,-3%,2%,0,3%,-15%
COc1cccc(CC(=O)N2CCCC(CCC(=O)N3CCN(c4ccccn4)CC3)C2)c1 (stereo not drawn),0%,0.8,8%,-12%,-6%,1,-9%,10%
COC(C[C@H]1O[C@H]1C(=O)[C@H](C)OCc1ccccc1)OC,-15%,-1.2,1%,-20%,2%,-8,4%,-16%
CCOC(=O)c1cc(C)n(-n2cnnc2)c1C,10%,-2.9,19%,2%,-1%,.,1%,-2%
CC(C)COC(=O)NCCCOC(=O)Nc1ccccc1,8%,-0.1,-10%,-4%,3%,-5,-6%,2%
CC(=C/c1ccccc1)/C=N/n1c(C)n[nH]c1=S,-15%,-0.3,15%,-4%,0%,-4,-3%,-7%
CC(C)(C)C1CCc2c(sc(NC(=O)c3ccncc3)c2C(N)=O)C1 (stereo not drawn),.,0.2,-5%,1%,0%,1,-25%,-20%
CCOC(=O)C1=NOC(COc2ccccc2C=O)C1 (stereo not drawn),6%,0.1,-4%,27µM*,6%,-7,-11%,-11%
CCNC(=O)c1sc(=S)n(-c2ccc(C)cc2)c1N,-14%,0.1,-1%,?,-3%,.,4%,5%
O=C(Nc1cc(S(=O)(=O)N2CCOCC2)ccc1N1CCCC1)c1cnccn1,.,-2.1,7%,-2%,-3%,9,-26%,-8%
Cc1ccccc1OCCN1C(=O)NC2(CCCc3ccccc32)C1=O (stereo not drawn),-7%,0.2,?,-2%,-20%[57.1 µM],3,5%,-1%
O=C(NCc1cccs1)c1nc2c(nnn2Cc2ccc(F)cc2)c(=O)[nH]1,22%,2.5,-11%,-10%,-4%,.,-1%,11%
Cc1cc(-c2ccc(C(C)C)c(S(=O)(=O)N3CC(=O)Nc4ccccc43)c2)on1,?,-2.7,12%,-18%,-16%,-2,-21%,-7%
CCN(CC)S(=O)(=O)c1ccc(C)c(NC(=O)COC(=O)[C@@H]2CCCN2C(=O)c2cccs2)c1,39%,1.0,-9%,-6%,-2%,2,1%,7%
COc1ccc(-n2c(=S)[nH]c3cc(C(=O)Nc4cc(C(N)=O)ccc4OC)ccc3c2=O)c(OC)c1,23%,-2.6,-4%,-6%,5%,-6,7%,-4%
Cc1ccc(NC(=O)c2ccc3c(=O)n4c(nc3c2)CCC4)cc1F,14%,-0.2,-7%,-11%,1%,0,7%,0%
O=C(O)c1ccc(NC(=S)NC(=O)C(c2ccccc2)c2ccccc2)cc1,.,3.2,1%,-20%,-22%,2,-16%,2%
COc1ccc(-c2cnc(C(N)=O)c(=O)[nH]2)cc1,-2%,-1.8,2%,-22%,-6%,-7,-24%,0%
Cc1nc(SC(C(=O)c2ccccc2)c2ccccc2)nc2ccccc12 (stereo not drawn),.,4.7,14%,1%,-16%,32,-30%,-1%
CCOC(=O)c1[nH]c(C)c(/C(O)=C2\C(=O)C(=O)N(CCN(C)C)C2c2ccncc2)c1C (stereo not drawn),5%,-0.3,-3%,-4%,2%,7,3%,1%
CCOC(=O)/C(C#N)=C/Nc1ccsc1C(C)=O,11%,-0.6,-6%,3%,-5%,1,3%,-2%
CC1CCCN(c2c3c(nc4ccccc24)CCCC3)C1 (stereo not drawn),-10%,0.1,-12%,-11%,13%,-2,12%,8%
CC(C)(C)n1nnnc1C(c1ccccc1)N1CCN(c2ccc(F)cc2)CC1 (stereo not drawn),-1%,-0.3,-58%[inhibitor],-10%,0%,-2,-9%,10%
COc1ccc(-c2cc(C3CCN(Cc4ccc([N+](=O)[O-])cc4)CC3)[nH]n2)cc1,37%,1.1,0%,-13%,?,33,-21%,14%
Cc1ccccc1NC(=O)COC(=O)c1ccccc1SCC(=O)N1CCCC1,5%,-2.8,12%,-15%,0%,-4,12%,-2%

# Individual results from the results shown.
# `O=C(Nc1cc(S(=O)(=O)N2CCOCC2)ccc1N1CCCC1)c1cnccn1` @ EPAC1 agonist: -8%
# `CCOC(=O)c1[nH]c(C)c(/C(O)=C2\C(=O)C(=O)N(CCN(C)C)C2c2ccncc2)c1C` (stereo not drawn) @ EPAC1 agonist: 1%
# `CCOC(=O)/C(C#N)=C/Nc1ccsc1C(C)=O` @ IL2 activator: -0.6
